Screening results from PubChem.
Rin1-Abl PPI inh – inhibitors of human Rin1-Abl protein interaction; inhibition, % at 7.35 µM; AID 588664; actives 0.4% (n = 360,000); TR-FRET Rin1/Abl binding, biochemical; in the data active = inhibition above about 5%, passing the limit was not always enough
CSN deneddyl inh – blocks human CSN-mediated cullin deneddylation. Q92905. Purified CSN, SCF-Nedd8-OG deneddylation, fluorescence polarization. inhibition, % at 12.5 µM. actives 0.38% (n = 360,000). AID 651999;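 active = pattern-corrected inhibition above about 35%, with an unprinted fluorescence ratio check between 0.5 and 1.5, limit read from the data, passing the limit was not always enough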;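 also: 0% = enzyme with substrate and 100% = substrate without enzyme; some results filed as inactive read as strong as hits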
Target sequence (Q92905 whole entry, looked up, one chain of several): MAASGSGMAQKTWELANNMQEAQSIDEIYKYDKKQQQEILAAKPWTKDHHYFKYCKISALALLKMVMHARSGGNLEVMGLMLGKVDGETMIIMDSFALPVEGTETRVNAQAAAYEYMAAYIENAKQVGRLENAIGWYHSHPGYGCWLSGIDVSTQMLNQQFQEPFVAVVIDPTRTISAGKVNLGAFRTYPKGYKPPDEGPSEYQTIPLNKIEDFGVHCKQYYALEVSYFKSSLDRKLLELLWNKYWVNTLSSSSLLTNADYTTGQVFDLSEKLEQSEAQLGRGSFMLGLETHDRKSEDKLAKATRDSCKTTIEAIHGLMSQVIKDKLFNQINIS
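test system = HEK293T-derived human Csn5 enzyme | amount = 0.24 nM Csn5 enzyme, final concentration | medium = Tris/NaCl/DTT buffer, pH 7.5 | schedule = 90 min reaction at room temperature | signal = FP | evaluation = inhibition of Csn5 cleavage, % | compound dosing = single dose of 12.5 µM compound with 0.25% DMSO | probe or stimulus = 10 nM SCFSkp2-Nedd8OG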
MsrA inhibitor – inhibitors of bovine MsrA; AID 651718; purified bovine MsrA, absorbance read-out; actives 0.75% (n = 360,000); inhibition, % at 15.5 µM; in the data active = inhibition above about 4.5%;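 also: 0% = vehicle wells with enzyme and 100% = reference inhibitor wells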
Tb MetRS inh – Trypanosoma brucei MetRS inhibition; inhibition, % at 11.9 µM; purified T. brucei MetRS, ATP depletion, Kinase-Glo luminescence; actives 0.4% (n = 360,000);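 active = inhibition above a per-plate cutoff of the control wells' mean inhibition plus 3 SD, cut at about 5.5% in these data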;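 also: 0% = DMSO wells median and 100% = median of wells with control inhibitor compound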
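System: purified T. brucei MetRS enzyme / Detection: Kinase-Glo luciferase luminescence reporting remaining unconsumed ATP / Medium: HEPES buffer with MgCl2, KCl, DTT, spermine, BSA, pyrophosphatase / Replication: singlicate, one well per compound / Evaluation: percent inhibition relative to median high and low control wells / Schedule: 2 h aminoacylation at 25 °C after 15 min preincubation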
Neddyl block – blocks human cullin neddylation | P61081+Q13564 | TR-FRET cullin neddylation, biochemical | calls only at 25 µM | actives 0.58% (n = 360,000); in the data active = inhibition above about 36%
eLon inh – inhibits E. coli Lon protease; purified E. coli Lon protease, fluorescence polarization; actives 0.42% (n = 360,000); inhibition, % at 7.94 µM; P0A9M0; in the data active = inhibition above about 13%, passing the limit was not always enough;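 also: 0% = enzyme with probe and DMSO and 100% = no enzyme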
MsrA act – activators of bovine methionine sulfoxide reductase A. purified bovine MsrA, absorbance read-out. activation, % at 10.6 µM. actives 0.3% (n = 360,000). AID 602163; in the data active = activation above about 7.5%;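 also: 0% = vehicle and 100% = reference activator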
PABP1 MLLE inh – blocks PAM2 peptide binding to the PABP1 MLLE domain | P11940 | GST-MLLE / FITC-PAM2 fluorescence polarization | inhibition, % at 20 µM | actives 0.36% (n = 360,000) | AID 588489; in the data active = inhibition above about 35%, passing the limit was not always enough;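 also: plate controls were DMSO wells with GST-MLLE for no effect and wells lacking GST-MLLE protein for full effect; some results filed as inactive read as strong as hits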
Target sequence (P11940 whole entry, looked up, the tested form may be a part): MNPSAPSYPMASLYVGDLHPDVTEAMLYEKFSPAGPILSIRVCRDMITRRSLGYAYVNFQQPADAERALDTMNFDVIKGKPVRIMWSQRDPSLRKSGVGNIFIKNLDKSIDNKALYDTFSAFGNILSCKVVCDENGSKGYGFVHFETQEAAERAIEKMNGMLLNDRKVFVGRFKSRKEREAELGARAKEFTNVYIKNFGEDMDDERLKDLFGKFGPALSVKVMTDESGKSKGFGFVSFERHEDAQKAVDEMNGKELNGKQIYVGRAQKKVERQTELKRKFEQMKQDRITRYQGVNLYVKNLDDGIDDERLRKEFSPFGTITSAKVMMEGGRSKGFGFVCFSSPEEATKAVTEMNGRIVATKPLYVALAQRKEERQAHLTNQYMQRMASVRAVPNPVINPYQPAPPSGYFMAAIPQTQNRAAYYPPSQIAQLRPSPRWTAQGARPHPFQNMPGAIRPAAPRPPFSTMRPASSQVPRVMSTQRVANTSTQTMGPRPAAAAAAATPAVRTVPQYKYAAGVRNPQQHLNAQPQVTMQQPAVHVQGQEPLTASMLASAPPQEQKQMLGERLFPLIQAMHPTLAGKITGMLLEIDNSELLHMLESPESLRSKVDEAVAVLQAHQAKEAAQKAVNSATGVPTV
FAS TE block – FAS thioesterase (human) inhibition; inhibition, % at 15 µM; actives 0.67% (n = 360,000); recombinant FAS-TE, OMFH fluorogenic substrate, fluorescence endpoint; P49327; AID 602261;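 active = compounds whose normalised, plate-corrected inhibition of enzyme fluorescence in the single-dose primary screen is 50% or more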;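 also: 0% = DMSO with enzyme and 100% = substrate without enzyme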
Active calls of the source: *; i = inactive; nt = no result given.

SMILES	Rin1-Abl PPI inh	CSN deneddyl inh	MsrA inhibitor	Tb MetRS inh	Neddyl block	eLon inh	MsrA act	PABP1 MLLE inh	FAS TE block
CC(=O)Nc1ccc(NC(=O)C(C)OC(=O)CCCN2C(=O)c3cccc4cccc(c34)C2=O)cc1 (stereo not drawn)	0	3	3.1	-0.2	i	0	-7	-2	0
O=C(Nc1cccc(Cl)c1)c1cc(F)cc2c1OCOC2	-3	2	0.2	-1.0	i	5	-6	2	4
CC1(C)Cc2ccccc2C(C(=O)c2ccccc2)=N1	1	5	0.3	-0.5	i	-3	2	3	0
O/N=C(\Cn1ccnc1)c1ccccc1	-3	3	0.0	-0.6	i	-6	-4	6	-6
Cc1[nH]c2ccc(C(=O)NCCCN3CCCC3)cc2c1C	0	1	0.1	0.4	i	5	-4	4	-6
C=CCn1c(Cc2cccs2)nnc1SCC(=O)Nc1ccc(OC)c(OC)c1	5	-5	0.1	-1.9	i	1	-12	-38	-9
CCCN(CC(=O)Nc1ccccc1C)C(=O)c1ccc(N2CCCCCC2)c([N+](=O)[O-])c1	-4	3	-0.1	0.4	i	-3	-2	4	11
COc1ccc(-n2nc(C(=O)NCC(=O)NCCCN3CC(C)CC(C)C3)c3ccccc3c2=O)cc1Cl (stereo not drawn)	-1	1	1.4	-0.4	i	-1	-4	4	-8
Cc1c(NC(=O)c2cc(-c3ccccc3)on2)c(=O)n(-c2ccccc2)n1C	-6	6	-0.2	-1.6	i	-12	-12	-9	-8
CCCNC(=O)c1nn2cc(Br)cnc2c1Cl	2	-1	0.9	-0.8	i	-4	-2	15	-2
COc1ccc(C2C(C#N)=C(N)OC3=C2C(=O)CC(C)(C)C3)c([N+](=O)[O-])c1OC (stereo not drawn)	-2	0	0.1	0.0	i	-5	0	45*	-2
Cc1c(Cl)cn2c(=O)cc(CN3CCN(c4ccccc4)CC3)nc2c1Cl	0	16	3.3	0.2	i	3	-4	-3	41
COc1cc(C=NNC(=S)Nc2ccc(S(=O)(=O)N3CCCCC3)cc2)cc(OC)c1OC	2	5	1.2	-0.1	i	2	-2	34	35
CC(=O)C1=C(O)C(=O)N(C2CCCCC2)C1c1ccccc1 (stereo not drawn)	-2	-2	0.6	-0.7	i	1	1	1	-3
O=c1c2cc(NC(=S)N3CCCCCC3)ccc2nc2n1CCCCC2	2	1	-0.1	-0.1	i	-2	-4	-93	-2
CCn1c(O)c(C(C#N)=C2N=c3ccccc3=N2)c2ccccc21	-1	2	0.5	-0.4	i	1	-3	-8	-8
CCOC(=O)c1ccc(OC)c(OC)c1Cl	-2	-1	0.0	0.1	i	-11	-2	-6	-5
CCc1cc(=O)oc2c(CNCc3ccc(OC)cc3OC)c(O)c(Cl)cc12	0	-4	0.0	0.3	nt	5	-3	-17	-3
CCCCS(=O)c1snnc1C (stereo not drawn)	-2	0	-0.9	-0.4	i	1	-3	16	-1
Cc1cccc(NC(=O)NC(C)C(c2ccccc2)N2CCN(C)CC2)c1 (stereo not drawn)	-1	5	1.0	-0.7	i	8	-4	11	-6
CC1(C(=O)Nc2ccc(Cl)c(C(F)(F)F)c2)Cc2c(-c3ccc(C(N)=O)cc3)ccnc2O1 (stereo not drawn)	4	3	-1.3	-0.3	i	-7	-2	-3	25
CCOC1=C2[C@@H](CN(S(=O)(=O)c3ccc(C)cc3)[C@H]2c2cccc3ccccc23)[C@H]2C(=O)N(CC)C(=O)[C@H]2C1	2	4	-0.1	-0.1	i	-1	-1	-18	24
CCCCN=C1N/C(=C\c2ccco2)C(=O)N1c1ccccc1	0	11	1.3	0.1	i	-20	-2	-24	1
CC1(C)C2CCC1(C)C(OCCNCCOC(=O)Nc1ccccc1)C2 (stereo not drawn)	2	-6	-0.2	-0.4	i	3	-2	1	9
Oc1ccc(Nc2ncnc3scc(-c4ccccc4)c23)cc1	1	-3	0.3	-0.7	i	-1	-8	-6	-6
O=C(Nc1ccc(SC(F)F)cc1)C1CC(=O)N(Cc2ccccc2)C1 (stereo not drawn)	1	-5	0.2	-0.1	i	-6	-4	-9	8
O=C(CN(C(=O)CCC(=O)Nc1nccs1)c1ccccc1F)NCc1ccc2c(c1)OCO2	2	0	-1.6	-0.4	i	-9	-2	5	-2
C=CCn1cc(C(=O)NCc2ccco2)c(=O)c2cc(S(=O)(=O)N3CCCCCC3)ccc21	-4	0	0.7	-0.6	i	2	-7	1	61*
C=CCn1c(SCCC(=O)O)nc2c1c(=O)n(C)c(=O)n2C	4	0	-0.2	-0.7	i	1	0	0	-8
CCOP(=O)(OCC)c1nc(-c2cccc3ccccc23)oc1N1CCOCC1	-2	6	1.8	0.7	i	-3	-2	-2	6
NS(=O)(=O)c1ccc(CCNC(=O)C2CCN(c3ncnc4c3nc3n4CCCCC3)CC2)cc1	0	-4	-0.8	-0.2	i	13	3	7	-6
CCn1cc(C(=O)O)c(=O)c2ccc(C)nc21	-1	0	2.3	-1.8	i	-5	-9	2	-1
O=C(CNC(=O)c1cccs1)N/N=C/c1cccc(Br)c1	0	9	0.5	-0.3	i	6	-5	-6	1
Cc1ccc([C@@H]2CC=C(C(=O)O)CN2S(=O)(=O)c2ccc(C)cc2)cc1	2	3	-0.2	-0.2	i	-9	0	-11	-2
O=C(CSc1nnnn1C1CCCCC1)NCc1ccco1	-2	-4	-0.8	-0.3	i	-2	0	-52	0
O=C(c1cc(-c2ccccn2)nc2ccc(Cl)cc12)N1CCN(CCc2ccccc2)CC1	-1	0	-0.3	-0.8	i	2	-2	6	11
COc1ccc(/C=N\NC(=O)c2ccccc2F)cc1COc1ccc(F)cc1F	3	5	1.6	0.2	i	-15	-2	-6	21
CC1=Nc2ccccc2/C1=C\c1nc(-c2ccc(F)cc2)oc1O	1	3	-0.4	-0.8	i	-42	-12	-25	-52
CC(=O)NNC(=O)CCn1c2c(c3ccccc31)CCCC2	-1	4	-0.4	0.5	i	7	3	9	-2
CCN(CC)S(=O)(=O)c1ccc(C(=O)Nn2cnnc2)cc1	-1	0	1.2	0.1	i	-7	-1	3	-4
CCOc1ccc(CNC(=O)C2CCN(c3nn4c(=O)cc(C)nc4s3)CC2)cc1	8	-4	-0.2	0.1	i	1	-2	8	-6
O=C(Cc1ccccc1)NCC(=O)N1CCCCCC1	-5	-2	0.2	-0.5	i	-3	-4	-7	-3
COc1ccc(C(=O)C2CCCN(C(=O)c3ccc4cc[nH]c4c3)C2)c(C)c1 (stereo not drawn)	1	1	-0.5	0.7	i	2	-4	9	3
COC(=O)C1CC(O)CN1C(=O)c1ccco1 (stereo not drawn)	3	-2	0.3	-0.8	i	-8	-3	8	-5
CNC(=O)c1csc(-c2ccccc2)n1	0	6	-1.7	0.2	i	-4	-1	-14	-7
N#C/C(=N\O)c1nc2ccccc2[nH]1	-2	-1	2.9	-1.1	i	-3	-6	6	-15
CCCCCCOc1ccc(/C=C/C(=O)N2CCOCC2)cc1OC	1	-1	0.9	-0.1	i	-2	-3	-7	4
Clc1cccc(CSc2ncnc3c2ncn3C2CCCCO2)c1 (stereo not drawn)	3	-1	-1.0	0.0	i	-12	-1	-5	7

2 records picked at random from those above:
SMILES	Rin1-Abl PPI inh	CSN deneddyl inh	MsrA inhibitor	Tb MetRS inh	Neddyl block	eLon inh	MsrA act	PABP1 MLLE inh	FAS TE block
CCN(CC)S(=O)(=O)c1ccc(C(=O)Nn2cnnc2)cc1	-1	0	1.2	0.1	i	-7	-1	3	-4
CC(=O)NNC(=O)CCn1c2c(c3ccccc31)CCCC2	-1	4	-0.4	0.5	i	7	3	9	-2

Part of the list above, set out differently.
Values in the order: Rin1-Abl PPI inh, CSN deneddyl inh, MsrA inhibitor, Tb MetRS inh, Neddyl block, eLon inh, MsrA act, PABP1 MLLE inh, FAS TE block
Clc1cccc(CSc2ncnc3c2ncn3C2CCCCO2)c1 (stereo not drawn)
 : 3, -1, -1.0, 0.0, i, -12, -1, -5, 7
CCOc1ccc(CNC(=O)C2CCN(c3nn4c(=O)cc(C)nc4s3)CC2)cc1
 : 8, -4, -0.2, 0.1, i, 1, -2, 8, -6
CC1=Nc2ccccc2/C1=C\c1nc(-c2ccc(F)cc2)oc1O
 : 1, 3, -0.4, -0.8, i, -42, -12, -25, -52

Next records
SMILES	Rin1-Abl PPI inh	CSN deneddyl inh	MsrA inhibitor	Tb MetRS inh	Neddyl block	eLon inh	MsrA act	PABP1 MLLE inh	FAS TE block
CCOC(=O)COn1c(=O)c(-c2ccc(OC)cc2)[n+]([O-])c2ccccc21	2	-2	1.6	-0.4	i	6	-1	-3	3
CCc1ccc(-c2cc(C)no2)cc1S(=O)(=O)N1CCOc2ccccc21	-1	-6	2.7	0.1	i	-2	-2	-2	27
CCN(C(=O)COC(=O)c1cccc(S(=O)(=O)N2CCOCC2)c1)C1CCS(=O)(=O)C1 (stereo not drawn)	1	-4	0.3	0.4	i	11	-1	0	-4
CCSC1=NC(C)(C)C=C(/C=C/c2ccc(Cl)cc2Cl)N1	0	0	0.7	1.4	i	-13	-3	-2	17
CC(NC(=O)c1ccc(S(=O)(=O)N(C)C)cc1)c1ccccc1 (stereo not drawn)	4	-6	-0.4	1.0	i	-2	-2	1	-1
N#Cc1cc(-c2ccccc2)nnc1Oc1ccccc1Cl	-2	2	-0.3	-0.9	i	-1	-4	5	11
CC(C)[C@H](NC(=O)c1ccccc1)C(=O)NC1CCCCCCC1	3	1	-1.8	0.0	i	5	-1	-2	-8
Cc1ccc2nc(-c3ccc(F)cc3)c(Cc3ccccc3C(F)(F)F)n2c1	2	2	-0.2	-0.1	i	-11	-1	-9	14
O=C(CCc1nc2ccccc2s1)N1CCN(c2ccccc2)CC1	0	8	-0.1	-0.6	i	3	-3	37	-2
CCOC(=O)CN1C(=O)C(=O)c2cc(C)ccc21	-7	2	0.2	-0.3	i	1	1	4	-7
COc1ccc(S(=O)(=O)NNc2nc(C)cc(C)n2)cc1Br	6	-1	0.2	0.1	i	-4	-6	4	-7
CCOc1ccc(CC(=O)NNC(=S)Nc2ccccc2)cc1Br	-1	8	1.1	-0.1	i	5	-11	27	3
N#Cc1c2c(c(Nc3ccccc3)n3c1nc1ccccc13)CCC2	1	2	-0.4	-0.3	nt	-2	-1	1	4
CCOC(=O)Nc1ccc(C(=O)Oc2ccccc2)c(O)c1	-1	0	1.1	-0.6	i	4	-2	-7	21
CC1CN2C(c3ccc(Cl)cc3)=CSC2=N1 (stereo not drawn)	0	-6	0.6	-0.5	i	-10	-3	17	-108
CCCSc1ccc([C@@H]2[C@H]3C(=O)N(CC)C(=O)[C@H]3[C@]3(C(=O)OC)CCCN23)cc1OC	0	3	1.1	-0.1	i	-5	-3	-1	-8
COCCCn1c(SCC(=O)N2CCOCC2)nc2cc(Cl)ccc2c1=O	4	-1	0.4	0.2	i	1	-5	-6	-5
CC(C)[C@@H]1CC[C@@H](C)C[C@H]1O	2	-7	-0.7	-0.3	i	-3	0	-15	-6
Cc1ccc(-c2nc(=O)[nH]c3ccccc23)cc1	1	-1	-0.2	-0.8	i	-7	-2	-4	-11
COC1=CC(=O)c2ccccc2C1=O	0	0	nt	0.1	i	-11	14*	9	-7
CCOC(=O)CSc1nnc(CNC(=O)Cc2ccccc2)n1-c1ccccc1OC	0	-1	nt	-0.7	i	2	4	-8	-2
Cc1cccc(-n2ncc3c(N(C)C4CCCCC4)ncnc32)c1	-4	5	-1.5	-0.1	i	-4	-2	14	19
CC(C)c1nc(N2CCCC2)c(C#N)c2c1CCCC2	1	1	3.2	0.1	i	1	-2	1	20
CCn1cnc2cc(NCc3ccccc3Cl)ccc21	0	-4	-0.8	-0.8	i	-4	0	15	-3
N#C/C(=C(/O)c1ccc2c(c1)OCO2)c1nc2cc(C(F)(F)F)ccc2s1	0	7	0.7	-0.2	nt	6	-3	-19	7
